Screening data as filed in PubChem.
Pol eta inh: qHTS for Inhibitors of Polymerase Eta; hit rate 1.2% among 390,000; recombinant Pol eta, fluorescent DNA replication assay; Potency, µM (series often up to 114 µM), inactives show top-dose activity change, negative = inhibition, usual class: inhibitors; DNA polymerase eta (Homo sapiens), Q9Y253; AID 588591, 2011; note: potency is the fitted concentration of half-maximal effect; % is set by controls: 0 for no effect and ±100 for the full control effect
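Pol eta at 10 nM preincubated with compounds 15 min at room temperature; reaction started with fluorescent substrate (50 nM final) and read kinetically at 0 and 10 min.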
Pol kappa inh: qHTS for Inhibitors of Polymerase Kappa; DNA polymerase kappa (Homo sapiens), Q9UBT6; hit rate 0.53% among 400,000; AID 588579, 2011; purified Pol kappa, fluorescent DNA synthesis assay, 10 min; Potency, µM (titrated, usually from 107 µM), for the others: at the highest dose activity, negative = inhibition, hits mostly inhibitors; note: potency is the fitted concentration of half-maximal effect; % is set by controls: 0 for no effect and ±100 for the full control effect
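Activity was followed as the change in fluorescence between reads at 0 and 10 min after starting the reaction with 50 nM substrate. Beforehand, 10 nM polymerase had been preincubated with compound for 15 min at room temperature.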
Pol beta inh: qHTS Assay for Inhibitors of DNA Polymerase Beta; P06746; Pol beta primer extension/strand displacement, fluorescence kinetic; Potency, µM (series often up to 114 µM), for inactives: at the highest dose activity change, negative = inhibition, usual class: inhibitors; hit rate 1.3% among 340,000; AID 485314, 2010; note: potency is the fitted concentration of half-maximal effect; % is set by controls: 0 for no effect and ±100 for the full control effect
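Curves were derived by four-parameter Hill fits of normalized qHTS data. The kinetic fluorescent primer-extension read was taken at 0 and 10 min after 50 nM substrate, following a 15 min room-temperature preincubation of 10 nM enzyme with compounds.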
Anesthetic bind: qHTS Assay for Identification of Novel General Anesthetics; AID 485281, 2010; hit rate 0.074% among 350,000; Ferritin light chain (Equus caballus), P02791; apoferritin/1-aminoanthracene competitive binding, fluorescence; Potency, µM (series often up to 77.5 µM), without a hit: top-dose activity change, negative = displacement, actives largely listed as inhibitors; note: potency is the fitted concentration of half-maximal effect; % is set by controls: 0 for no effect and ±100 for the full control effect; nearly all actives have a fitted effect of over 20% in size
Target sequence (P02791 2-175 limits assumed): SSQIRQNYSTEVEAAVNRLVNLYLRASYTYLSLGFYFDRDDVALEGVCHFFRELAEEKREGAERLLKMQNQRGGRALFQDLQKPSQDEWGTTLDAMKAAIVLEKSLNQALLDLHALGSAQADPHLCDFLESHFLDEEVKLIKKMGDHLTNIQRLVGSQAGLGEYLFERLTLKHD
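Concentration-response curves derived by four-parameter Hill fitting of normalized fluorescence, where compounds displaced 1-AMA from 10 uM horse apoferritin following a brief 10 min room-temperature incubation; propofol titration acted as positive control.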
RXFP1 antag: qHTS Assay for Antagonists of the Relaxin Receptor RXFP1. HEK293-RXFP1, relaxin-stimulated cAMP HTRF, 30 min; hits give low values. activity change, negative = inhibition, % at 57.5 µM. hit rate 0.59% among 350,000. Relaxin receptor 1 (Homo sapiens), Q9HBX9. AID 1259400, 2018;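 active = activity change of -60% or lower, but not beyond a set lower limit; inconclusive = change between -60% and -40%, or beyond the set limit; inactive = change above -40%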; note: % is set by controls: 0 for no effect and ±100 for the full control effect
POLI inh: qHTS for Inhibitors of Polymerase Iota; Potency, µM (top dose mostly 115 µM), without a hit: at the highest dose activity, negative = inhibition, most hits filed as inhibitors; hit rate 1% among 390,000; Pol iota fluorescent replication assay, 10 min; note: potency is the fitted concentration of half-maximal effect
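Fluorescent replication assay read twice, at 0 min and 10 min after adding 50 nM (final) substrate. Enzyme (10 nM) and compounds were first incubated 15 min at room temperature; enzyme-free buffer wells were negative controls.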
PGK inhibitor: qHTS Assay to Find Inhibitors of Phosphoglycerate Kinase; Phosphoglycerate kinase, glycosomal (Trypanosoma brucei brucei), P07378; PGK/GAPDH coupled, Kinase-Glo luminescence, 60 min; Potency, µM (highest dose often 57.5 µM), inactives show at the highest dose activity change, negative = inhibition, hits mostly inhibitors; hit rate 0.043% among 380,000; note: potency is the fitted concentration of half-maximal effect; % is set by controls: 0 for no effect and ±100 for the full control effect; nearly all actives have a fitted effect of over 60% in size
Target sequence (P07378 whole entry, looked up): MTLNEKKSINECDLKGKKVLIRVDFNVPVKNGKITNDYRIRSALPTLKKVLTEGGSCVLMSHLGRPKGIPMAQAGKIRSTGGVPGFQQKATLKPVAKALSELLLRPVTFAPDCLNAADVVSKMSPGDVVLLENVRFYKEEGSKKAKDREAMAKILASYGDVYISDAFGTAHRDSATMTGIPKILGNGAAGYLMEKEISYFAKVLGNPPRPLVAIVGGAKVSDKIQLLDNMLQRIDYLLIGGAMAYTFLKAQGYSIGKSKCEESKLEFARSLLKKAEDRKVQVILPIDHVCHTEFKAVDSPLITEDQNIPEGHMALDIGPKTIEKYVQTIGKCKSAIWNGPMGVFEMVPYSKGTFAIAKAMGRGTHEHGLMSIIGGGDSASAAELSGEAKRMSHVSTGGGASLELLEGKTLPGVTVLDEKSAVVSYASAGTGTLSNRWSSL
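Luminescent ATP detection (Kinase-Glo Plus) follows a 60-minute room-temperature incubation, with wells lacking PGK as controls. Buffer: 100 mM TEA (pH 7.6), 5 mM MgCl2, 0.01% Tween-20. Coupling enzyme GAPDH (100 nM final) supplies unstable 1,3-BPG in-well.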
BLM helicase inh: qHTS Assay for Inhibitors of Bloom's syndrome helicase (BLM) | recombinant BLM DNA unwinding, fluorescence dequenching | Potency, µM (highest dose often 56.1 µM), without a hit: top-dose activity change, negative = inhibition, actives largely listed as inhibitors | hit rate 0.2% among 350,000;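 note: potency is the fitted concentration of half-maximal effect; plate controls were vehicle for no effect and no enzyme for full effect; nearly all actives have a fitted effect of over 35% in size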
APEX1 inh: qHTS Assay for Inhibitors of the Human Apurinic/apyrimidinic Endonuclease 1 (APE1); DNA repair nuclease/redox regulator APEX1 (Homo sapiens), P27695; recombinant APE1, TAMRA/BHQ-2 abasic DNA cleavage fluorescence; Potency, µM (highest dose often 65.8 µM), for inactives: at the top dose activity change, negative = inhibition, usual class: inhibitors; hit rate 0.35% among 350,000; AID 2517, 2012;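 note: potency is the fitted concentration of half-maximal effect; plate controls were vehicle for no effect and reference inhibitor for full effect; nearly all actives have a fitted effect of over 55% in size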
Target sequence (P27695 whole entry, looked up): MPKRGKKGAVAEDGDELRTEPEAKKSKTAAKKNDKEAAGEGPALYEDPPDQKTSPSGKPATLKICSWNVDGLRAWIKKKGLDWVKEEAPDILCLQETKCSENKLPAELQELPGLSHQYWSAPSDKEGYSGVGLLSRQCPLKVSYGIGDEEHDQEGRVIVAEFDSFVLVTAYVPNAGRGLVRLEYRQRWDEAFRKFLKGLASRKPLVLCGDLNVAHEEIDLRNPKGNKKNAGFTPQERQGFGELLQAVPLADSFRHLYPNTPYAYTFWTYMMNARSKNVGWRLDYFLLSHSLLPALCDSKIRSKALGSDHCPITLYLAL
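Step 1: APE1 (0.75 nM) with compound, 15 min RT. Step 2: add 50 nM fluorophore/quencher THF duplex. Step 3: three fluorescence reads 60 s apart (525/598 nm); read 3 minus read 1 = reaction progress.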
* = called active by the depositor; i = inactive; ? = inconclusive; · = not tested or not shown; & = joins results of further samples; [ ] = dose if it differs, or a comment. Unless noted, calls come from the whole dose curve; as a rule, active = well fitted curve in the direction sought with a large enough effect; inconclusive = small, poorly fitted or top-dose-only effect, or another doubt; inactive = no such curve, though single readings can be large; an effect the other way counts as inactive or inconclusive.

SMILES | Pol eta inh | Pol kappa inh | Pol beta inh | Anesthetic bind | RXFP1 antag | POLI inh | PGK inhibitor | BLM helicase inh | APEX1 inh
CCOc1ccc(Nc2nc(-c3cccnc3)cs2)cc1 | -4% | -10% | -1% | -1% | 0 | 12% | -2% | -3% | 12%
Cc1ccc(NC(=O)C(=O)NC(C)C2COc3ccccc3O2)cc1 (stereo not drawn) | -11% | 4% | 23% | -8% | 18 | 10% | -5% | 0% | 0%
CCN(Cc1ccccc1)C(=O)C1CCN(S(=O)(=O)c2ccc3c(c2)CCCN3C(C)=O)CC1 | -6% | -3%[60.1 µM] | 17% | -14% | -17 | 13% | -4% | 0% | ·
CCOC(=O)C1=C(CN2CCN(c3cc(C)ccc3C)CC2)NC(=O)NC1c1ccc(Cl)cc1 (stereo not drawn) | -17% | 2% | 24% | -1% | -21 | 5% | 9% | -11% | ·
Cc1ccc(C2(C)NC(=O)N(CC(=O)Nc3cc(S(=O)(=O)N(C)C)ccc3C)C2=O)cc1 (stereo not drawn) | 2% | -10% | 10% | 6% | 6 | -11% | 5% | -3% | -6%
CC(C)c1ccc(S(=O)(=O)c2nnn3c2nc(NC2CCCC2)c2sccc23)cc1 | -17% | -3% | -1% | -9% | 1 | 21% | 0% | -1% | ·
Cc1nc(SCC(=O)N2CCC(C(N)=O)CC2)n[nH]1 | -8% | -10% | 1% | 8% | 5 | 6% | -5% | 1% | -10%
O=c1cc(O)c2sc3nc(C(F)(F)F)c4c(c3c2[nH]1)CCCCC4 | 1% | 0% | 11% | 0% | -33 | 41%[activator] | 8% | 0% | -3%
O=[N+]([O-])c1ccc(C2=Nc3cc(Cl)ccc3OC2)cc1 | -8% | -21% | 35% | -20% | 5 | -1% | -17% | -12% | ?
O=C(CSc1nc2ccccc2s1)Nc1ncccn1 | -10% | -1% | -23% | -16% | 7 | 13% | 1% | -2% | -4%
COc1ccc(S(=O)(=O)N2CCOCC2)cc1NC(=O)CNC(=O)c1cccs1 | -17% | 0% | · | · | 3 | 47%[activator] | 4% | · | 3%
CCOC(=O)c1sc(N2C(=O)c3oc4ccc(C)cc4c(=O)c3C2c2ccccc2F)nc1C (stereo not drawn) | -11% | -3% | -14% | -6% | -5 | -17% | -2% | -1% | ·
CCOc1cc(N)c(Cl)cc1C(=O)NCC1CN(Cc2ccc(F)cc2)CCO1 (stereo not drawn) | -18% | -19%[60.1 µM] | · | 7% | -10 | -3% | -1% | -5%&-1% | -10%
CCC(C)NC(=O)CSc1ccc(S(=O)(=O)N(C)C2CCCCC2)cn1 (stereo not drawn) | -21% | 1% | · | · | -4 | -2% | 1% | · | 5%
COc1ccc(C(=O)Nc2cccc(-c3ccc(N4CCOCC4)nn3)c2)cc1OC | -15% | -22% | · | · | -15 | -14% | -2% | · | 32%
O=C(OC(C(=O)NC1CCCCC1)c1ccccc1)c1ccco1 (stereo not drawn) | -13% | -4% | 1% | -13% | -8 | 0% | -9% | 3% | -2%
N#CCCN(C(=O)COC(=O)c1ccc(S(=O)(=O)Nc2ccccc2)cc1)c1ccccc1 | -20% | -16% | 1% | -16% | -2 | 27% | -1% | -7% | 5%
O=C1Nc2c(Br)cc(Br)cc2C1(O)N1CCOCC1 (stereo not drawn) | -12% | -4% | 3% | -19% | -2 | 7% | -1% | -7% | -2%
COc1cc(CO)c(Br)cc1OCC(=O)Nc1ccccc1C | 4% | -6% | 6% | -1% | 13 | 17% | -2% | -9% | -2%
CC(=O)N1N=C(c2cccc([N+](=O)[O-])c2)OC1(C)CC(=O)Nc1ccccc1 (stereo not drawn) | -2% | -6% | 7% | -7% | -3 | 53%[activator] | 2% | -1% | 2%
Cc1ccc(-c2c[n+](CC(=O)Nc3ccc(C)cc3C)c3n2CCC3)cc1 | 5% | -8% | 22% | -11% | -7 | 48%[activator] | -1% | 2% | 5%
Cc1ccc(S(=O)(=O)N2CCN(C(=O)COC(=O)CNC(=O)c3ccc(C(C)(C)C)cc3)CC2)c(C)c1 | -16% | -13% | · | · | 1 | 6% | 5% | · | 14%
CC1Cc2nc(SCC(=O)NCC3CCCO3)n(Cc3ccccc3)c(=O)c2S1 (stereo not drawn) | -12% | 5% | 16% | -7% | 11 | -12% | i | -6% | -6%
CC1CC(C)CN(S(=O)(=O)c2ccc(F)c(C(=O)Nc3ccc(Cl)cc3F)c2)C1 (stereo not drawn) | 11% | -11% | 0% | -14% | -19 | 7% | 5% | -2% | -2%
COc1cccc(NS(=O)(=O)c2cc3c4c(c2)C(C)C(=O)N4CCC3)c1 (stereo not drawn) | 2% | -5%[60.1 µM] | 1% | 3% | -1 | 48%[activator] | -9% | 0% | ·
(listing goes on)
SMILES | Pol eta inh | Pol kappa inh | Pol beta inh | Anesthetic bind | RXFP1 antag | POLI inh | PGK inhibitor | BLM helicase inh | APEX1 inh
Cn1c(=O)c2nc(Cl)c(-c3ccccc3)nc2n(C)c1=O | -19% | -9% | -1% | 1% | -9 | 1% | -2% | 1% | 0%
Cc1ccccc1C(=O)N[C@H](C(=O)Nc1ccc(Cl)c(Cl)c1)C(C)C | -3% | -8% | -2% | 8% | -4 | 41%[activator] | -1% | 7% | 20%
CCCC(=O)c1cc2cc(Cl)ccc2oc1=O | 3% | -1% | 20% | -8% | -12 | -16% | 2% | -1% | -4%
COc1ccc(CNC(=O)CSc2nc3nc(C)cc(C)n3n2)cc1 | -11% | 9% | 28% | -10% | 0 | -2% | -2% | -1% | 1%
COc1ccc(S(=O)(=O)NCC2CCCO2)cc1C(=O)O (stereo not drawn) | 11% | -8% | 24% | 11% | 4 | -2% | 7% | -4% | 32%
CCc1ccc(/C(C)=N/NC(=O)c2ccc(-n3cnnn3)cc2)cc1 | 3% | 5% | · | · | 9 | ? | -3% | · | -29%
CN1CCC(NC(=O)c2cccs2)CC1 | -10% | -3% | 3% | -17% | -3 | 18% | -8% | -2% | 0%
CCn1c(=O)n(CC)c2cc(NC(=O)C(C)c3ccccc3)c(Br)cc21 (stereo not drawn) | -13% | -16% | 7% | -14% | 0 | ? | i | -3% | 20%
CCOc1ccc(N2C(=O)CC(N3CCc4ccccc43)C2=O)cc1 (stereo not drawn) | -12% | -17% | 1% | -4% | -8 | 8% | -7% | -4% | -6%
COc1cc(NC(=O)CCCSc2nc(-c3ccco3)cc(C(F)(F)F)n2)cc(OC)c1OC | -19%&-14% | -15%&-12% | 18%&-2% | ? | -8&-6 | -1%&1% | 2%&-1% | -11%&-3% | 1%
CCCCN(CC)CCNC(=O)c1cc2c(=O)[nH]c3ccccc3c2n1C | -8%&4% | 5%&12% | 12%&63% | -8%&0% | -3 | 39%&-20%[activator] | -10% | 35%&7%[activator] | 3%
Cc1ccc2c(c1)N(CC(=O)N(Cc1ccc3c(c1)OCO3)CC1CCCO1)C(=O)C(C)O2 (stereo not drawn) | -12% | -7% | -17% | -20% | -9 | -25%[58.9 µM] | -4% | -1% | -5%
COc1cccc(CC(=O)OC(C)C(=O)Nc2ccc(N3CCOCC3)cc2)c1 (stereo not drawn) | -3% | 8% | · | · | 0 | ? | -4% | · | 10%
NC1(C(=O)O)CCCCC1c1ccccc1 (stereo not drawn) | -11% | 0% | · | · | -10 | 109%[activator] | i | · | ·
CCN(c1ccccc1)S(=O)(=O)c1ccc2c(c1)C(C)(C)C(=O)N2C | -16% | -3% | 36% | -11% | 5 | 19% | -7% | -9% | 6%
CCOc1ccc(CSCCNC(=S)Nc2ccccc2)cc1 | -17% | -3% | -2% | -18% | -7 | 19% | -3% | -9% | -5%
CCC(C)c1c(O)nc(SCC(=O)N2CCOCC2)[nH]c1=O (stereo not drawn) | -2% | -10% | 15% | -6% | -10 | -9% | -8% | 2% | 7%
Cc1ccc(S(=O)(=O)N2CCC(C(=O)OC(C)C(=O)N(C)c3ccccc3)CC2)cc1C (stereo not drawn) | -4% | 1% | · | · | -7 | 6% | i | · | -2%
Cc1ccccc1-c1nc2ccccc2o1 | 0% | 6%[60.1 µM] | 8% | -14% | -9 | 20% | -9% | 2% | 0%
CNC(=O)COc1ccc(NC(=O)CCn2nc(-c3ccc(C)cc3)c3ccccc3c2=O)cc1 | -8% | -6% | 6% | -4% | -5 | 19% | 7% | 0% | ·
CN(Cc1ccccc1)C(=O)c1cc(=O)[nH]c2ccccc12 | -6% | -9% | 24% | -8% | 7 | -7% | -3% | -7% | 1%
Cc1ccc(NC(=O)c2scc3c2CCCC3)cc1 | -4% | -6% | 0% | ? | -12 | 22% | -2% | 0% | ?
N#Cc1c(-c2ccccc2Cl)c2c([nH]c1=O)-c1ccccc1OC2 | -1% | -6% | ? | 175%[activator] | -14 | -10% | -6% | -4% | -3%
CN(C)Cc1ccccc1Cc1ccccc1 | -4% | -2% | 13% | 1% | · | 19% | 2% | 2% | 4%
Cc1ccc(-c2[nH]ncc2C(=O)c2ccc(Br)cc2)c(O)c1 | -15% | -8% | -1% | -7% | -14 | 19% | 5% | -6% | -6%
CNc1nc(NC)c2cn[nH]c2n1 | -12% | -6% | · | · | -8 | -13% | 2% | · | ·
O=C(Nc1ccc(F)cc1)c1cccnc1 | -20% | 0% | 4% | -5% | 4 | 30%[activator] | -7% | -2% | -6%

Molecules above with a cyano group:
SMILES | Pol eta inh | Pol kappa inh | Pol beta inh | Anesthetic bind | RXFP1 antag | POLI inh | PGK inhibitor | BLM helicase inh | APEX1 inh
N#CCCN(C(=O)COC(=O)c1ccc(S(=O)(=O)Nc2ccccc2)cc1)c1ccccc1 | -20% | -16% | 1% | -16% | -2 | 27% | -1% | -7% | 5%
N#Cc1c(-c2ccccc2Cl)c2c([nH]c1=O)-c1ccccc1OC2 | -1% | -6% | ? | 175%[activator] | -14 | -10% | -6% | -4% | -3%

This is a subset (hit frequency here may not be typical).
